TrxR1 substrate: rat thioredoxin reductase 1 substrate activity. O89049. purified TrxR1 substrate turnover, NADPH consumption readout. Potency, µM (titrated, usually from 114 µM), for the others: at the top dose activity change, negative = substrate turnover. 390,000 tested, 0.01% active. AID 588456; also: potency is read from the fitted curve at half-maximal effect; % is scaled to controls: 0 for no effect and ±100 for the full control effect; nearly all actives have a fitted effect of over 50% in size
Target sequence (O89049 whole entry, looked up): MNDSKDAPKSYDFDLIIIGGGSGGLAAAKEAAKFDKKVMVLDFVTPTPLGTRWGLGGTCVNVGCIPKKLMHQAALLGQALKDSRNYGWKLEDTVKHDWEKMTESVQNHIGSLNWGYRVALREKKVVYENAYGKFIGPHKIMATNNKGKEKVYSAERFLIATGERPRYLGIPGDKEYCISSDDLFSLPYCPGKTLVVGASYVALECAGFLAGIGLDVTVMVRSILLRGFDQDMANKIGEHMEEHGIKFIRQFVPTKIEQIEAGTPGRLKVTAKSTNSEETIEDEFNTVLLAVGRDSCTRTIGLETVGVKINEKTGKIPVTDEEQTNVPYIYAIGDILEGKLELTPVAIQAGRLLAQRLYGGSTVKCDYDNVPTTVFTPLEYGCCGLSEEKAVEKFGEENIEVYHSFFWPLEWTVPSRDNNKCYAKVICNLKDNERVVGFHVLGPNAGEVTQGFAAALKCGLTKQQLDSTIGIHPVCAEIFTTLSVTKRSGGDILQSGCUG
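Rat TrxR1, dispensed at 90 nM, was prereduced with 400 uM NADPH (final) for 5 min at ~22 deg C, then incubated with compound 15 min before 400 uM selenite. A first-read NADPH fluorescence drop versus no-compound background flagged substrates.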
D2 antag: antagonizes the human D2 dopamine receptor | P14416 | HEK293 TREx D2 cells, calcium flux, dopamine EC80 | inhibition, % at 10 µM | 340,000 tested, 2% active; in the data active = inhibition above about 30%; also: 0% is about no effect
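Tetracycline-induced HEK293 T-REx cells expressing D2 force-coupled to calcium signalling were dye-loaded, exposed to compound for 180 s, then challenged with an EC80 of dopamine; calcium flux was followed kinetically for a further 180 s.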
TrxR1 inh: rat TrxR1 inhibition. 390,000 tested, 1% active. recombinant rTrxR1, NADPH fluorescence consumption, selenite substrate. Potency, µM (top dose mostly 114 µM), for the others: at the highest dose activity change, negative = inhibition, hits mostly inhibitors. O89049; also: potency is read from the fitted curve at half-maximal effect; % is scaled to controls: 0 for no effect and ±100 for the full control effect; nearly all actives have a fitted effect of over 65% in size
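Rat TrxR1 (90 nM in the dispensed reagent) was pre-reduced with 400 uM NADPH for 5 min at room temperature, then incubated with compound for 15 min. After 400 uM selenite was added, NADPH fluorescence (Ex 340/Em 450 nm) was followed for 8 min.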
D2 agonist: D2 dopamine receptor (human) agonism; P14416; HEK293 T-REx D2 cells, calcium flux agonist mode; activation, % at 2 µM; 340,000 tested, 0.53% active; AID 485358;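 active = activation over 3 SD above normal in the single-dose calcium agonist read, cut at about 30% in these data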; also: 0% is about no effect
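Tetracycline-induced HEK293 Trex cells with D2 receptor force-coupled to calcium signaling, plated overnight at 30 C and loaded with no-wash calcium dye. Calcium flux read kinetically for 180 s after compound addition; responses flag agonists.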
PI4K2A inh: blocks human PI4K2A kinase activity. Q9BTU6. purified PI4K2A, ADP-Glo luminescence, 1 h; active compounds read low. activity change, negative = inhibition, % at 76.9 µM. 420,000 tested, 0.13% active; in the data active = activity change below about -50%; inconclusive = mostly about -30% to -49%;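 also: -100% = wells without enzyme as full effect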
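PI4K2A activity was measured by ADP-Glo luminescence: enzyme (4 ug/mL stock) and phosphatidylinositol (1.2 mM stock) in Tris pH 7.5/MgCl2/EGTA/Triton X-100 buffer were reacted with ATP (300 microM stock) for one hour at ambient temperature.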
TRHR enhancer: allosterically enhances the human TRH receptor; P34981; TRHR cells, fluo-8 calcium fluorescence, EC20 TRH enhancement; enhancement, % at 2 µM; 360,000 tested, 0.66% active; AID 493056; in the data active = enhancement above about 30%; also: 0% is about no effect
Target sequence (P34981 whole entry, looked up): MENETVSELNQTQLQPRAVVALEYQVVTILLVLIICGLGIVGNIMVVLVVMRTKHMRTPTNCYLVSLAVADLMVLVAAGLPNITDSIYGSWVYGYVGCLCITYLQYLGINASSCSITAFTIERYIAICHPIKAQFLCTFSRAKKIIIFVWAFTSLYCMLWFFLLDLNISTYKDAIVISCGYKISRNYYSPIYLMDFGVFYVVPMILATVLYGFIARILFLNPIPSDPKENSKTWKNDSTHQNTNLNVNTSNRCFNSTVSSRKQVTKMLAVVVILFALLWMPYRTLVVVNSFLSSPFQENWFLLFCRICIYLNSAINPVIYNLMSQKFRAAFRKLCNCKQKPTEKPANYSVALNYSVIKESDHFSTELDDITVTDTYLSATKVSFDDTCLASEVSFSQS
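TRHR-expressing cells loaded with fluo-8 calcium dye were read kinetically (ex 480/em 530) during compound addition, then stimulated with an EC20 of TRH (10 nM final). Enhancement of the Gq-mediated intracellular calcium response was scored.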
TRHR agonist: agonists of human TRH receptor; TRHR cells, calcium flux fluo-8, FDSS agonist mode; 360,000 tested, 0.18% active; activation, % at 2 µM; P34981; in the data active = activation above about 30%; also: 0% is about no effect
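In this calcium-flux screen, cells bearing human TRHR are dye-loaded with fluo-8, baselined for 10 cycles, then exposed to library compounds; positive kinetic calcium responses during the agonist phase mark hits, with TRH as control.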
mIDH1 inhibitor: human IDH1 R132H inhibition. O75874. IDH1-R132H enzyme, NADPH consumption, diaphorase/resazurin fluorescence. Potency, µM (series often up to 76.6 µM), inactives show at the top dose activity change, negative = inhibition, usual class: inhibitors. 390,000 tested, 0.093% active. AID 602179; also: potency is read from the fitted curve at half-maximal effect; % is scaled to controls: 0 for no effect and ±100 for the full control effect; nearly all actives have a fitted effect of over 65% in size
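IDH1-R132H (0.5 ug/mL dispensed) in pH 7.5 Tris buffer was preincubated 30 min with compound, then given a substrate mix of 0.016 mM NADPH and 2 mM alpha-KG for 80 min at room temperature; remaining NADPH was read by diaphorase/resazurin fluorescence.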
USP1-UAF1 inh: blocks the human USP1/UAF1 deubiquitinase complex; O94782; recombinant USP1/UAF1, Ub-Rhodamine cleavage fluorescence; Potency, µM (top dose mostly 57.1 µM), for inactives: at the highest dose activity change, negative = inhibition, hits mostly inhibitors; 390,000 tested, 0.23% active; also: potency is read from the fitted curve at half-maximal effect; % is scaled to controls: 0 for no effect and ±100 for the full control effect; nearly all actives have a fitted effect of over 60% in size; inactives centre near -12
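USP1/UAF1 complex (1 nM) preincubated 15 min at room temperature with compound, then Ub-Rho substrate (150 nM final) added. Kinetic fluorescence at 480/540 nm over 6 reads at 60 s intervals; 50 mM HEPES pH 7.8, 0.5 mM EDTA, 0.1 mg/ml BSA, 1 mM TCEP, 0.01% Tween-20.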
The depositor's hits bear a star; u = inconclusive; x = not tested or not shown; & = joins results of further samples; [ ] = remark or other dose. Unless noted, calls follow the shape of the dose curve; as a rule, active = well fitted inhibition curve with a large enough effect; inconclusive = small, poorly fitted or top-dose-only effect; inactive = no such curve, though single readings can be large or run the other way.

SMILES	TrxR1 substrate	D2 antag	TrxR1 inh	D2 agonist	PI4K2A inh	TRHR enhancer	TRHR agonist	mIDH1 inhibitor	USP1-UAF1 inh
Cc1ccc(C)c(NC(=O)CSc2ncc(S(=O)(=O)c3ccc(C)c(Cl)c3)c(=O)[nH]2)c1	-8%[57.1 µM]	x	16%[57.1 µM]	x	2	-4	-0.1	-2%	-19%
O=C(O)C1C2C=CC(C2)C1C(=O)NCc1ccc(Cl)c(Cl)c1 (stereo not given)	12%[57.1 µM]	16	11%[57.1 µM]	0.2	-5	-6	-0.2	4%	-19%
COc1ccccc1Oc1cn[nH]c1-c1ccc(OCC(=O)NN)cc1O	7%	12	21%	0.4	1	-10	0.2	1%	-21%
Cc1cccc2cc(C3CC(c4ccco4)=NN3S(=O)(=O)c3ccccc3)c(Cl)nc12 (stereo not given)	-5%	0	u	3.2	2	25	0.7	1%	-22%
CCN(c1ccccc1)S(=O)(=O)c1ccc(Cl)c(NC(=O)CN2CCCCCC2)c1	-7%	1	8%	1.0	-5	2	1.2	0%	-6%
COc1cc(NC(=O)CCCn2c(=O)oc3ccccc32)cc(OC)c1	-7%	x	7%	x	-7	x	x	0%	6%
Cc1cc(C)n(-c2nc3ccccc3c(=O)n2OCC(C)C)n1	11%[57.1 µM]	3	19%[57.1 µM]	0.5	-1	-7	-1.1	4%	u
Cc1cc(C)c(S(=O)(=O)c2ccccc2C(=O)O)c(C)c1	-3%	-11	-16%	0.0	6	8	1.0	-1%	-14%
Fc1ccc(CNc2ccccn2)cc1	1%	5	9%	-0.7	-1	-2	-0.9	10%	-26%
CCOC(=O)C1CCN(Cc2ccc(C(=O)OC)cc2)CC1	-5%[57.1 µM]	-9	u	0.3	15	1	0.0	-6%	-11%
CCC(C)(C)NC(=O)Cn1c(-c2ccccc2)cc(C(C)=O)c1C	4%	-1	19%	-0.7	0	2	-0.2	15%	-21%
Cc1ccccc1NC(=O)CN1C(=O)NC(C)(c2ccc3c(c2)OCO3)C1=O (stereo not given)	-3%	-10	0%	-1.1	-3	-2	1.3	5%	-2%
CC(C)c1ccc(/C=N/NC(=O)CC(=O)NCc2ccccc2)cc1	-4%	-36	-11%	-0.3	6	-9	-0.7	-11%	-9%
Cc1ccccc1CNC(=O)c1ccc(-n2c(C)cc3c2CCCC3)cc1	4%	x	-29%	1.4	-9	2	2.3	-15%	-12%
CCOC(=O)Cc1csc(N/N=C\c2ccccc2OC)n1	-7%	-10	17%	-0.6	-3	-1	-0.8	3%	-17%
Cc1ccc(S(=O)(=O)N(CC(=O)NCCC2=CCCCC2)Cc2ccccc2F)cc1	-5%[57.1 µM]	4	10%[57.1 µM]	1.5	4	2	3.8	8%	-17%
O=c1[nH]snc1N1CCOCC1	0%	2	3%	0.7	-3	-3	-0.9	18%	u
COc1ccccc1NC(=O)c1c(NCc2ccc(OC)c(OC)c2OC)sc2c1CCCC2	-7%[57.1 µM]	x	1%[57.1 µM]	0.2	-1	1	-0.2	-11%	u
CC(C)c1ccc(Nc2c(-c3ccccn3)nc3ccccn23)cc1	2%[2.29 µM]	x	10%	-0.2	-3	-6	-0.2	u	-19%
Cc1noc(C)c1C(=O)Nc1ccc(F)cc1F	2%[57.1 µM]	-4	-4%[57.1 µM]	-0.1	-10	2	-0.1	-1%	-5%
CCc1ccc(OCCCC(=O)Nc2ccc(N3CCOCC3)cc2)cc1	-6%	-8	-9%	-3.9	5	1	-3.2	9%	-15%
Cc1ccc(-c2nn(CC(=O)NCCN3CCOCC3)c(=O)c3ccccc23)cc1	-6%	-6	7%[57.1 µM]	-0.2	4	0	-0.8	1%	-9%
CC(=O)c1nc(-c2ccccc2)sc1C	-8%	-4	5%	-0.9	0	-1	-0.2	-9%	-26%
N#Cc1c(-c2c(Cl)cccc2Cl)noc1/C=C/Nc1ccc(C(=O)O)cc1	5%	-20	17%	1.6	-4	1	-0.5	5%	-3%
N#CC(C(=O)c1ccc(S(=O)(=O)N2CCCCCC2)cc1)c1nc2ccccc2[nH]1 (stereo not given)	63%[activator]	1	44%[activator]	0.4	1	-12	0.1	1%	10%

Following part:
SMILES	TrxR1 substrate	D2 antag	TrxR1 inh	D2 agonist	PI4K2A inh	TRHR enhancer	TRHR agonist	mIDH1 inhibitor	USP1-UAF1 inh
Cc1cc(N2CCOCC2)n2cc(-c3ccc(F)cc3)nc2n1	42%[activator]	-11	21%	-1.4	-2	11	0.0	10%	-17%
Cc1cc(=O)c(C(=O)O)nn1-c1ccccc1Cl	-10%	-5	13%[57.1 µM]	-1.0	-1	8	0.3	-2%	-9%
Cc1c(Cl)c([N+](=O)[O-])nn1CC(=O)NCC1CCCO1 (stereo not given)	7%[57.1 µM]	-11	0%[57.1 µM]	0.4	-18	-3	0.7	9%	-9%
Cc1oc2ncn(C)c(=O)c2c1C(=O)N(Cc1ccccc1)C(C)C	2%	x	9%	0.6	-5	-3	-1.0	9%	-26%
CC(=O)c1c(C)[nH]c(C(=O)Nc2cccc(C)c2C)c1C	0%	-9	9%	-1.2	0	22	-0.3	5%	-10%
C/C(N)=C(/C#N)C(=O)CSc1nnc(Nc2cccc(C)c2)s1	10%[57.1 µM]	-4	39%[activator][57.1 µM]	-0.8	3&5	-5	0.0	8%&7%	u
NS(=O)(=O)c1ccc(CCNCC(=O)NC2CC2)cc1	2%	6	2%	0.8	-2	-24	-0.3	-3%	-11%
C=CCN1C(=O)C(C)(C)N(C(=O)c2cccc([N+](=O)[O-])c2)c2ccccc21	5%	1	45%	-1.0	-3	28	0.0	2%	-16%
COC(=O)c1c(NC(=O)Cn2nc(C(F)F)cc2C(F)F)sc(C)c1C	-5%	-23	2%	0.3	2	-1	1.5	7%	-14%
O=CN1c2ccccc2CSc2ccccc21	4%	x	11%	x	3	x	x	8%	-15%
COC(=O)N1C(=O)[C@@](c2ccc(OC)cc2)(C(C)C)N1C(=O)OC	4%[57.1 µM]	-10	28µM*	-0.8	9	17	-0.6	-5%	-2%
Cc1ccc(S(=O)(=O)Oc2ccc(N3C(=O)C4C5CCC(C5)C4C3=O)cc2)cc1 (stereo not given)	2%	0	24%	0.5	1	-3	0.4	3%	-9%
O=C(CSc1ccccc1C(=O)O)NCC1CCCCC1	7%[57.1 µM]	23	16%[57.1 µM]	11	3	-4	0.2	-4%	-16%
CCOc1ccc(-n2c(SCC(=O)Nc3cccc(Cl)c3)nc3c(oc4ccccc43)c2=O)cc1	14%[2.29 µM]	x	26%	-0.5	2	3	-0.1	-21%	-10%
COc1ccc(Cn2nnnc2C(C(C)C)N(Cc2ccco2)Cc2cccs2)cc1 (stereo not given)	-6%	-5	-21%	4.0	-3	-7	2.1	3%	-18%
COC(=O)c1ccc(/C=C(\C#N)c2ccccn2)cc1	1%	-8	16%	-0.7	-20	0	-0.4	11%	-18%
COc1ccc(/C=N/NC(=O)c2ccncc2)cc1CN1CCOCC1	-10%	1	12%[57.1 µM]	-0.3	1	8	0.4	8%	-11%
COc1ccc(NS(=O)(=O)c2ccc3c(c2)n(C)c(=O)c(=O)n3C)cc1Cl	-5%	x	2%	-0.3	-3	17	1.2	22%	u
CCCCn1c(N)c(N(CC(C)C)C(=O)C2CSC3(C)CCC(=O)N23)c(=O)[nH]c1=O (stereo not given)	5%	1	18%	-0.1	-3	3	0.1	-3%	-19%
CC1(C)NC(=O)NC2(C)NC(=O)NC(C)(C)C12 (stereo not given)	-4%[57.1 µM]	-9	7%	-0.9	5	-1	1.0	-4%	3%
COc1cccc(NC(=S)NCCCN2CCOCC2)c1	-2%	8	-15%	1.7	1	-5	0.8	-1%	-10%
Cc1ccc(-c2nnc(N3CCN(C(=O)COc4ccccc4)CC3)c3ccccc23)cc1	1%[57.1 µM]	-5	3%[57.1 µM]	-0.1	4	12	-1.2	-3%	-15%
COc1ccc(Cn2c(=O)[nH]c3cc(C(=O)N4CCN(c5ccccc5OC)CC4)ccc3c2=O)cc1	11%[0.0914 µM]	-32	16%[57.1 µM]	-0.1	0	-2	-0.3	-8%	-15%
CN(Cc1cnn(-c2ccc(F)cc2)c1)Cc1nc(Cc2ccccc2)no1	2%	17	7%	0.4	-2	-5	-1.4	1%	-20%
Cn1nc(-c2ccc(Cl)cc2)c2cc(C(=O)NCc3ccco3)sc21	29%	-22	-6%	-1.3	-7	4	0.5	6%	-15%
COc1ccc(CN2CC(C(=O)NCc3cccc(OC)c3)CC2=O)cc1 (stereo not given)	1%	10	11%	0.0	2	-5	0.7	-2%	-9%
CC1(C)COC(c2cccn2Cc2ccccc2Cl)=N1	-1%	2	15%	-1.5	0	-1	-0.6	3%	-4%
CC(=O)c1ccc(NC(=S)NCC(c2ccco2)N2CCCC2)cc1 (stereo not given)	0%	2	23%	-0.1	-7	-1	0.9	1%	-9%
CCn1c(CC(=O)Nc2ccccc2)nnc1SCC(=O)Nc1nnc(C)s1	13%	10	18%	-3.2	-1	-1	0.1	9%	-7%
Cc1cccc(N(Cc2cc3ccc(C)cc3[nH]c2=O)S(=O)(=O)c2ccccc2)c1	7%	-10	23%	0.1	0	-7	0.1	0%	-12%

Whole records as entered above. Order of screens: TrxR1 substrate	D2 antag	TrxR1 inh	D2 agonist	PI4K2A inh	TRHR enhancer	TRHR agonist	mIDH1 inhibitor	USP1-UAF1 inh
Cc1ccc(-c2nnc(N3CCN(C(=O)COc4ccccc4)CC3)c3ccccc23)cc1 reads 1%[57.1 µM]	-5	3%[57.1 µM]	-0.1	4	12	-1.2	-3%	-15%
Cc1c(Cl)c([N+](=O)[O-])nn1CC(=O)NCC1CCCO1 (stereo not given) reads 7%[57.1 µM]	-11	0%[57.1 µM]	0.4	-18	-3	0.7	9%	-9%
Cc1cc(N2CCOCC2)n2cc(-c3ccc(F)cc3)nc2n1 reads 42%[activator]	-11	21%	-1.4	-2	11	0.0	10%	-17%

Screens (PubChem BioAssay)

Compounds were not picked by outcome; about 3.9% have a hit in one of these screens.
